TLR4 MyD88 blk: inhibitors of human TLR4-MyD88 binding; O00206; inhibition, % at 10 µM; hit rate 0.06% among 16,000; AID 811; Cell-based TLR4-MyD88 binding inhibition assay; in the data active = inhibition above about 45%
OPRK1 antag MB: antagonists of human kappa opioid receptor OPRK1, Maybridge library; OPRK1 cells, antagonist mode, fluorescence readout; inhibition, % at 9 µM; hit rate 0.4% among 16,000; AID 652031; in the data active = inhibition above about 50%
Target sequence (P41145 whole entry, looked up): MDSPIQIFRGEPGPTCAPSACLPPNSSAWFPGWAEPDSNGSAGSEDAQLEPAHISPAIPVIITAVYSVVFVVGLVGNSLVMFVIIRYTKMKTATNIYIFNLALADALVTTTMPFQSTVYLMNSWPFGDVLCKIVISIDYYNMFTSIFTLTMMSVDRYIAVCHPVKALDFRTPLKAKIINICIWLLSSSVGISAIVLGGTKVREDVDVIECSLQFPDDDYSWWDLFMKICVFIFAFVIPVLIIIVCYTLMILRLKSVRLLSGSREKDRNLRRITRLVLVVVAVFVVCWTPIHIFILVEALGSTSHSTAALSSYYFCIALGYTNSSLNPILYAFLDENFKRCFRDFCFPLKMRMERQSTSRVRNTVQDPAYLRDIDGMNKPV
NOTCH agonist: NOTCH pathway agonism. NOTCH signaling luciferase reporter cells, luminescence. activation, % at 2.5 µM. hit rate 0.4% among 15,000. AID 434982; in the data active = activation above about 2.2%
luminol inh ctr: counter-screen for Nox1 inhibitors: inhibitors of luminol chemiluminescence | inhibition, % at 6.7 µM | HRP/luminol/H2O2 chemiluminescence counterscreen | hit rate 0.4% among 16,000; also: reference of the scale not given here
PME-1 Maybr inh: PME-1 (human) inhibition, Maybridge primary screen | Q9Y570 | recombinant PME-1, FP-Rh probe fluorescence polarization | inhibition, % at 9 µM | hit rate 0.5% among 16,000 | AID 2291; in the data active = inhibition above about 30%
Nox1 inh: blocks human NADPH oxidase 1 activity. Q9Y5S8. HT29 cells, luminol chemiluminescence ROS. inhibition, % at 6.7 µM. hit rate 0.81% among 16,000. AID 1792
S1P1 ag: S1P1 (human) receptor agonism; P21453; S1P1 agonist cell-based reporter assay; activation, % at 4.5 µM; hit rate 1.5% among 16,000; in the data active = activation above about 80%
Target sequence (P21453 whole entry, looked up): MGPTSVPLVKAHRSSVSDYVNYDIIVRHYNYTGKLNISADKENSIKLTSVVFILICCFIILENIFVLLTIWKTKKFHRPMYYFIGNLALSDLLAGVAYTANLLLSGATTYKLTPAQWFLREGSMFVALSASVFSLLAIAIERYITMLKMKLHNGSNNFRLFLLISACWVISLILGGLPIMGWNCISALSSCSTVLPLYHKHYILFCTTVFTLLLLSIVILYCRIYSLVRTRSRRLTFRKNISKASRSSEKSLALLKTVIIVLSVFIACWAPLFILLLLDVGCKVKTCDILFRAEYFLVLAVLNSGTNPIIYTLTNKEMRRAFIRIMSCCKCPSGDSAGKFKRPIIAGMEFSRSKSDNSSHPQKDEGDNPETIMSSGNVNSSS
rat GALR2 ag: GALR2 (rat) receptor agonism | cell-based GALR2 agonist screen | activation, % at 10 µM | hit rate 0.5% among 16,000 | O08726; in the data active = activation above about 15%
Active calls of the source: *. Rule as the data show it, unless noted: active = inhibition above about 75%; inactive = the rest. Rows are unselected, and some 4.7% of all compounds hit somewhere here.

CC(=C/C(=O)O)/C(=C\c1cccnc1)C(=O)O was read as TLR4 MyD88 blk -3, OPRK1 antag MB 10, NOTCH agonist -0.4, luminol inh ctr -2, PME-1 Maybr inh 2, Nox1 inh 2, S1P1 ag -13 and rat GALR2 ag -4.
CC(C)(C)c1cc(NC(=O)Nc2ccccc2)no1 was read as TLR4 MyD88 blk -5, OPRK1 antag MB 6, NOTCH agonist 0.0, luminol inh ctr 2, PME-1 Maybr inh -2, Nox1 inh -56, S1P1 ag -1 and rat GALR2 ag -3.
Screening CCCOc1ccc(NC(C)=O)cc1 returned TLR4 MyD88 blk -1, OPRK1 antag MB -4, NOTCH agonist 5.0*, luminol inh ctr -4, PME-1 Maybr inh 5, Nox1 inh 3, S1P1 ag -9 and rat GALR2 ag -8.
For Nc1cc(Cl)c(-n2cccc2)cc1Oc1ccc(Cl)cc1 the results were TLR4 MyD88 blk 1, OPRK1 antag MB -6, luminol inh ctr -4, PME-1 Maybr inh 3, Nox1 inh -12, S1P1 ag -28 and rat GALR2 ag -9.
For CC(=NCC(C)O)c1cc(Cl)ccc1O (stereo unspecified) the results were TLR4 MyD88 blk 14, OPRK1 antag MB 8, NOTCH agonist 0.3, luminol inh ctr 3, PME-1 Maybr inh -2, Nox1 inh -31, S1P1 ag 13 and rat GALR2 ag -9.
For COc1ccc(-c2[nH]ncc2/C=N/Nc2ncc(C(F)(F)F)cc2Cl)cc1 the results were TLR4 MyD88 blk 9, OPRK1 antag MB -15, NOTCH agonist 0.8, luminol inh ctr -4, PME-1 Maybr inh 0, Nox1 inh 9, S1P1 ag -8 and rat GALR2 ag -2.
For c1csc(-c2cc(N3CCOCC3)c3ccccc3n2)c1 the results were TLR4 MyD88 blk 6, OPRK1 antag MB 12, NOTCH agonist 0.3, luminol inh ctr -5, PME-1 Maybr inh 8, Nox1 inh 30, S1P1 ag -4 and rat GALR2 ag -2.
Screening CC1CN=C(N(Cc2cccnc2)C(=O)Nc2ccc(Cl)c(Cl)c2)S1 (stereo unspecified) returned TLR4 MyD88 blk -2, OPRK1 antag MB -4, NOTCH agonist 0.5, luminol inh ctr -2, PME-1 Maybr inh -63, Nox1 inh 11, S1P1 ag 5 and rat GALR2 ag -3.
Screening O=C1c2ccccc2N(c2ccccc2)C(=O)C1(Cl)Cl returned TLR4 MyD88 blk -7, OPRK1 antag MB -4, NOTCH agonist 0.3, luminol inh ctr -1, PME-1 Maybr inh -3, Nox1 inh -11, S1P1 ag 8 and rat GALR2 ag -5.
`CC(C)n1cc(-c2nc(C(=O)NNC(=O)C(C)(C)C)cs2)c(=O)n(Cc2ccccc2)c1=O` gave TLR4 MyD88 blk -1, OPRK1 antag MB -5, NOTCH agonist 0.1, luminol inh ctr -4, PME-1 Maybr inh 7, Nox1 inh 3, S1P1 ag -4 and rat GALR2 ag -2.
For CCOC(=O)c1cnn(-c2ccc([N+](=O)[O-])cc2)c1-n1cccc1 the results were OPRK1 antag MB 10, NOTCH agonist -0.8, luminol inh ctr 3, PME-1 Maybr inh 6, Nox1 inh -61, S1P1 ag 55 and rat GALR2 ag -10.
`CSc1sc(C(=O)NCC2CC2)cc1S(=O)(=O)C(C)C` gave TLR4 MyD88 blk -1, OPRK1 antag MB 2, NOTCH agonist -0.2, luminol inh ctr 1, PME-1 Maybr inh 4, Nox1 inh -20, S1P1 ag -3 and rat GALR2 ag 17*.
For CCOC(=O)c1noc(C)c1-c1csc(CS(=O)(=O)c2ccc(Cl)cc2)n1 the results were TLR4 MyD88 blk 5, OPRK1 antag MB 4, NOTCH agonist -0.5, luminol inh ctr -6, PME-1 Maybr inh 9, Nox1 inh 11, S1P1 ag 7 and rat GALR2 ag 2.
Screening NC(=O)CCCCC1CCSS1 (stereo unspecified) returned TLR4 MyD88 blk -7, OPRK1 antag MB 12, NOTCH agonist 0.2, luminol inh ctr -6, PME-1 Maybr inh 5, Nox1 inh -2, S1P1 ag -7 and rat GALR2 ag -2.
For CCOC(=O)/C(C#N)=C/N1CCCC1c1cccs1 (stereo unspecified) the results were TLR4 MyD88 blk 8, OPRK1 antag MB 5, NOTCH agonist -0.8, luminol inh ctr 6, PME-1 Maybr inh -1, Nox1 inh -45, S1P1 ag 4 and rat GALR2 ag -6.
Fc1ccc2c(c1)/C(=N/NC(=S)NCC1CCCO1)CCS2 (stereo unspecified) was read as TLR4 MyD88 blk -3, OPRK1 antag MB -19, NOTCH agonist -0.9, luminol inh ctr 8, PME-1 Maybr inh 6, Nox1 inh -27, S1P1 ag -8 and rat GALR2 ag -7.
Screening COc1ccc(-c2nc(N(C)c3ccccc3)[nH]c(=O)c2C#N)cc1 returned TLR4 MyD88 blk -1, OPRK1 antag MB 4, NOTCH agonist 3.5*, luminol inh ctr -1, PME-1 Maybr inh 0, Nox1 inh -18, S1P1 ag 18 and rat GALR2 ag -8.
For C/C(=N\O)C(C)(C)Nc1cc(C(F)(F)F)cc(C(F)(F)F)c1 the results were TLR4 MyD88 blk 5, OPRK1 antag MB 21, luminol inh ctr -2, PME-1 Maybr inh 3, Nox1 inh -80, S1P1 ag -224 and rat GALR2 ag -7.
Screening COc1ccccc1NC(=O)c1cncc(C#Cc2ccccc2)c1 returned TLR4 MyD88 blk -3, OPRK1 antag MB 7, NOTCH agonist -0.3, luminol inh ctr 3, PME-1 Maybr inh 1, Nox1 inh -38, S1P1 ag -13 and rat GALR2 ag -8.
CC1CC(=O)Nc2ccccc2N1C(=O)c1sc2ccccc2c1Cl (stereo unspecified) was read as OPRK1 antag MB -8, NOTCH agonist -0.8, luminol inh ctr 2, PME-1 Maybr inh 4, Nox1 inh -51, S1P1 ag -4 and rat GALR2 ag 2.

In the list so far, 2 have an NH in an aromatic ring.
For COc1ccc(-c2[nH]ncc2/C=N/Nc2ncc(C(F)(F)F)cc2Cl)cc1 the results were TLR4 MyD88 blk 9, OPRK1 antag MB -15, NOTCH agonist 0.8, luminol inh ctr -4, PME-1 Maybr inh 0, Nox1 inh 9, S1P1 ag -8 and rat GALR2 ag -2.
Screening COc1ccc(-c2nc(N(C)c3ccccc3)[nH]c(=O)c2C#N)cc1 returned TLR4 MyD88 blk -1, OPRK1 antag MB 4, NOTCH agonist 3.5*, luminol inh ctr -1, PME-1 Maybr inh 0, Nox1 inh -18, S1P1 ag 18 and rat GALR2 ag -8.

(continued)
COc1cc(CCC(C)=O)ccc1OC(=O)c1ccc(Cl)cc1Cl was read as TLR4 MyD88 blk 3, OPRK1 antag MB 11, NOTCH agonist 0.1, luminol inh ctr -4, PME-1 Maybr inh 8, Nox1 inh 10, S1P1 ag -5 and rat GALR2 ag -10.
Screening CSc1ncccc1C(=O)NNc1cc(Cl)ccc1Cl returned TLR4 MyD88 blk 1, OPRK1 antag MB -6, NOTCH agonist -0.4, luminol inh ctr 21, PME-1 Maybr inh -4, Nox1 inh 32, S1P1 ag -7 and rat GALR2 ag -4.
For COc1ccc(OC/C(N)=N/C(=S)Nc2cccc(C(F)(F)F)c2)cc1 the results were TLR4 MyD88 blk 5, OPRK1 antag MB -8, NOTCH agonist 0.2, luminol inh ctr 1, PME-1 Maybr inh -5, Nox1 inh -14, S1P1 ag 10 and rat GALR2 ag -6.
`COC(=O)c1ccccc1Sc1c(-c2ccccc2)nc2ccccn12` gave TLR4 MyD88 blk -1, OPRK1 antag MB -20, NOTCH agonist -0.4, luminol inh ctr -1, PME-1 Maybr inh 2, Nox1 inh -11, S1P1 ag 15 and rat GALR2 ag -4.
For CCOc1ccc(N2C=Nc3ccc(OCC)cc3C2)cc1 the results were TLR4 MyD88 blk -2, OPRK1 antag MB 22, NOTCH agonist -0.7, luminol inh ctr -4, PME-1 Maybr inh -17, Nox1 inh -42, S1P1 ag 15 and rat GALR2 ag -3.
Cn1ccnc1S(=O)(=O)/C(C#N)=C/c1ccc2c(c1)OCO2 was read as TLR4 MyD88 blk -11, OPRK1 antag MB 11, NOTCH agonist -0.4, luminol inh ctr -2, PME-1 Maybr inh 7, Nox1 inh 17, S1P1 ag -5 and rat GALR2 ag -7.
Screening CCCN(CCC)S(=O)(=O)c1ccc(C(=O)N2CC3CCC(CC3)C2)cc1 returned TLR4 MyD88 blk -1, OPRK1 antag MB -2, NOTCH agonist -0.8, luminol inh ctr -2, PME-1 Maybr inh 2, Nox1 inh -49, S1P1 ag 9 and rat GALR2 ag -5.
Screening N/C(CC(=O)Nc1ccc(F)cc1F)=N\OC(=O)c1cccs1 returned TLR4 MyD88 blk -3, OPRK1 antag MB -12, NOTCH agonist -0.1, luminol inh ctr -1, PME-1 Maybr inh 1, Nox1 inh -6, S1P1 ag 1 and rat GALR2 ag -7.
Screening CCCCCCSc1nnc(/N=C/NO)s1 returned TLR4 MyD88 blk -2, OPRK1 antag MB 0, NOTCH agonist -0.6, luminol inh ctr -1, PME-1 Maybr inh 2, Nox1 inh -57, S1P1 ag -8 and rat GALR2 ag -6.
N#Cc1ccc(C#Cc2ccccc2)cc1 was read as TLR4 MyD88 blk 5, OPRK1 antag MB -5, NOTCH agonist -1.0, luminol inh ctr 3, PME-1 Maybr inh -39, Nox1 inh -47, S1P1 ag 6 and rat GALR2 ag -4.
Screening CC(=O)Nc1ccc(N(CN2C(=O)CCC2=O)CN2C(=O)CCC2=O)cc1 returned TLR4 MyD88 blk -15, OPRK1 antag MB -1, NOTCH agonist 0.2, luminol inh ctr -24, PME-1 Maybr inh 6, Nox1 inh 15, S1P1 ag -4 and rat GALR2 ag -5.
COc1ccc(CN2CCCN(Cc3ccc(OC)cc3)C2c2cccc3c2OCO3)cc1 was read as TLR4 MyD88 blk -15, OPRK1 antag MB 45, NOTCH agonist -0.4, luminol inh ctr -8, PME-1 Maybr inh 2, Nox1 inh 9, S1P1 ag 7 and rat GALR2 ag -1.
For COC(=O)c1c(N)[nH]c2cc(C(F)(F)F)ccc12 the results were TLR4 MyD88 blk 14, OPRK1 antag MB 8, NOTCH agonist -0.6, luminol inh ctr 14, PME-1 Maybr inh 20, Nox1 inh -24, S1P1 ag 18 and rat GALR2 ag -4.
O=C(CO)c1ccc(F)cc1 was read as TLR4 MyD88 blk 4, OPRK1 antag MB -7, NOTCH agonist -0.1, luminol inh ctr -4, PME-1 Maybr inh -3, Nox1 inh -26, S1P1 ag -2 and rat GALR2 ag -6.
`CCOC(=O)NC(Nc1ccc(OC)cc1OC)(C(F)(F)F)C(F)(F)F` gave TLR4 MyD88 blk 3, OPRK1 antag MB -16, NOTCH agonist -0.8, luminol inh ctr 3, PME-1 Maybr inh 3, Nox1 inh 54, S1P1 ag -3 and rat GALR2 ag -9.
`N/C(=N\O)c1ccc(Oc2ncc(C(F)(F)F)cc2Cl)cc1` gave TLR4 MyD88 blk 10, OPRK1 antag MB -12, NOTCH agonist 0.5, luminol inh ctr -1, PME-1 Maybr inh 2, Nox1 inh -17, S1P1 ag -2 and rat GALR2 ag -4.
CSC(=NCc1ccc(-c2cccs2)s1)NC#N was read as TLR4 MyD88 blk -15, OPRK1 antag MB 13, NOTCH agonist -0.7, luminol inh ctr -5, PME-1 Maybr inh 3, Nox1 inh 16, S1P1 ag 15 and rat GALR2 ag -4.
For C=C1SC(=Nc2ccccc2Cl)N(C(=O)c2ccc([N+](=O)[O-])cc2)C1(C)C the results were TLR4 MyD88 blk 0, OPRK1 antag MB -33, NOTCH agonist 0.5, luminol inh ctr -2, PME-1 Maybr inh 7, Nox1 inh 25, S1P1 ag 58 and rat GALR2 ag -14.
For COc1ccc(C(C#N)=C2SCCS2)cc1 the results were TLR4 MyD88 blk -4, OPRK1 antag MB 22, NOTCH agonist -0.6, luminol inh ctr 1, PME-1 Maybr inh -2, Nox1 inh -38, S1P1 ag 6 and rat GALR2 ag -8.
Screening CC(=O)ONC(=O)c1ccc([N+](=O)[O-])cc1 returned TLR4 MyD88 blk -4, OPRK1 antag MB 20, NOTCH agonist -0.2, luminol inh ctr 2, PME-1 Maybr inh -2, Nox1 inh -21, S1P1 ag 2 and rat GALR2 ag -8.
CCOC(=O)C(NC(=O)Nc1ccccc1)(Nc1ccccc1OC)C(F)(F)F (stereo unspecified) was read as TLR4 MyD88 blk 11, OPRK1 antag MB 13, NOTCH agonist 0.1, luminol inh ctr -38, PME-1 Maybr inh -1, Nox1 inh -27, S1P1 ag 5 and rat GALR2 ag -6.
N#Cc1ccccc1/C=C/c1cccs1 was read as TLR4 MyD88 blk 6, OPRK1 antag MB 5, NOTCH agonist -0.2, luminol inh ctr -4, PME-1 Maybr inh 6, Nox1 inh -17, S1P1 ag -6 and rat GALR2 ag -4.
Screening Clc1ccc(Sc2sc(Br)cc2C2SCCCS2)cc1 returned TLR4 MyD88 blk 7, OPRK1 antag MB 0, NOTCH agonist -0.5, luminol inh ctr -4, PME-1 Maybr inh 0, Nox1 inh 1, S1P1 ag 3 and rat GALR2 ag -9.
